Source: PubChem BioAssay
B2AR arrestin: agonists driving beta-arrestin recruitment to human beta2-adrenergic receptor | P07550 | beta-arrestin recruitment to beta2AR, cell-based reporter | Potency, µM (series often up to 46.1 µM), inactives show at the top dose activation, actives largely listed as activators | 0.02% of 330,000 active;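 note: potency is the fitted concentration of half-maximal effect; 0% = DMSO controls and full agonism = EC100 isoproterenol or metaproterenol; nearly all actives have a fitted effect of over 65% in size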
BRCA1 expr up: activators of BRCA1 expression; MCF7-BRCA1-FFLuc reporter, luminescence, 48 h; response scale: scaled: vehicle 0%, 10 µM genistein 100%; Potency, µM (top dose mostly 46.1 µM), without a hit: at the top dose activation, most hits filed as activators; 1.1% of 380,000 active; AID 624202; note: potency is the fitted concentration of half-maximal effect; nearly all actives have a fitted effect of over 80% in size; some results filed as inactive show a strong effect at the top dose
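Reporter cells (MCF7, BRCA1 promoter-firefly luciferase) received library compounds across a concentration series for 48 h. End-point luminescence was measured and concentration-effect curves derived after normalization.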
USP2a block: inhibitors of human ubiquitin-specific protease USP2a | USP2 core, Ub-CHOP2 coupled fluorogenic reporter, 485/531 | Potency, µM (series often up to 38.3 µM), without a hit: top-dose activity change, negative = inhibition, usual class: inhibitors | 0.01% of 330,000 active;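 note: potency is the fitted concentration of half-maximal effect; plate controls were DMSO wells for no effect and full inhibition by NEM control for full effect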
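Cell-free coupled assay: 10nM USP2 core preincubated 30min RT with compound in Tris-HCl pH 8.0/CaCl2/CHAPS buffer, then 25nM Ub-CHOP2 and 25nM reporter substrate; fluorescence (Ex 485/Em 531) read after 60min RT, normalized to NEM inhibition, concentration-response curves fitted.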
p53 reactivation: restores transcriptional activity of mutant p53 | H1299 p53-A138V BP100-luciferase reporter, luminescence, 24 h | Potency, µM (highest dose often 92.2 µM), inactives show at the top dose activity change, positive = activation, usual class: activators | 0.063% of 320,000 active; note: potency is the fitted concentration of half-maximal effect; % of control where 0% means no effect; nearly all actives have a fitted effect of over 45% in size
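H1299 (p53-null), stable ts p53-A138V + BP100-Luc; 1000 cells/well, Opti-MEM/10% FBS; cpd 4 pt, 1:5; 24 h, 37 deg C, 5% CO2; detection reagent 10 min RT; luminescence.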
TRPV1 ag: activates the human vanilloid receptor TRPV1 | TRPV1-expressing cells, Fluo-8 calcium influx, agonist mode | Q8NER1 | activation, % at 8.33 µM | 0.19% of 320,000 active; in the data active = activation above about 80%; inconclusive = between about 30% and that limit; note: 0% is about no effect
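Fluo-8 calcium influx in TRPV1-expressing cells, kinetic read (ex 480/em 520 nm). Compound added and read 3 min for agonist activity, followed by capsaicin at EC20 final and 2 min further read for enhancement.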
Eya2 inh: inhibitors of human Eya2 phosphatase activity; Potency, µM (series often up to 76.9 µM), for the others: top-dose activity, negative = inhibition, hits mostly inhibitors; recombinant Eya2, OMFP fluorescence dephosphorylation (OMFP is methylfluorescein phosphate); O00167; 0.006% of 330,000 active; note: potency is the fitted concentration of half-maximal effect; % is set by controls: 0 for no effect and ±100 for the full control effect
Target sequence (O00167 whole entry, looked up): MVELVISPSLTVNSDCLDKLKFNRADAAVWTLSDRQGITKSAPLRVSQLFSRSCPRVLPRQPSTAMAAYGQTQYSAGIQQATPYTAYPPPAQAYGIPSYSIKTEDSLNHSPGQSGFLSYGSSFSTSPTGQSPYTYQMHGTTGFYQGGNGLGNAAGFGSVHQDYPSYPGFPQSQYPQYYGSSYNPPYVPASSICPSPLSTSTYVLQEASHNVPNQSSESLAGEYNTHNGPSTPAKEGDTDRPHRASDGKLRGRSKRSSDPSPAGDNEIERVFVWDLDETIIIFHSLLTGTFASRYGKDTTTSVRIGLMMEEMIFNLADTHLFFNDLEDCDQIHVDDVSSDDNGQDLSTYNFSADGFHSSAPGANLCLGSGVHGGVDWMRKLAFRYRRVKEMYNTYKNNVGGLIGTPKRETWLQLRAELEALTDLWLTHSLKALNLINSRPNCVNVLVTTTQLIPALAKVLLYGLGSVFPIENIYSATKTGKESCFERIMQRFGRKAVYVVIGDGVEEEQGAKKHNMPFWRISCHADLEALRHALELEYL
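Eya2 protein (added as 0.2 uM solution) was preincubated with compound for 10 min at ambient temperature in 50 mM HEPES pH 7.5, 50 mM NaCl, 5 uM MgCl2, 0.05% BSA, 1 mM DTT. OMFP (added at 50 uM) then reacted 10 min; fluorescence read at 485/525 nm.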
a7 integrin act: activators of alpha7 integrin expression for muscular dystrophy; alpha7betagal myoblasts, beta-gal FDG fluorescence, 48 h; Potency, µM (series often up to 38.3 µM), for inactives: top-dose activation, actives largely listed as activators; 0.064% of 350,000 active;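 note: potency is the fitted concentration of half-maximal effect; 100% = response of the positive control SU9516; nearly all actives have a fitted effect of over 60% in size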
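Alpha7betagal+/- myoblasts (passage 13) were plated 16-24 hr, then exposed to compounds (1:260 dilution of DMSO stock) for 48 hours at 37C. After MPER lysis, β-galactosidase reporter activity was read as FDG fluorescence (ex 480/em 540) after 30 minutes.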
ELG1 genotoxic: genotoxicity induction in ELG1-luciferase HEK293T cells; HEK293T ELG1-luciferase reporter, luminescence, 16 h; Potency, µM (titrated, usually from 46 µM), for inactives: at the top dose activity change, positive = activation, actives largely listed as activators; 1.3% of 330,000 active; AID 504466; note: potency is the fitted concentration of half-maximal effect; % of control where 0% means no effect; nearly all actives have a fitted effect of over 60% in size
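Genotoxic stress is detected as increased luminescence from luciferase-tagged ELG1 in HEK293T cells, measured with ONE-Glo after a 16 hr treatment at 37 °C.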
uPA surface inh: blocks generation of uPA at the cell surface | cell surface uPA generation assay, qHTS | Potency, µM (series often up to 38.3 µM), inactives show at the highest dose activity change, negative = inhibition, actives largely listed as inhibitors | 0.31% of 330,000 active; active = well fitted inhibition curve with a large enough effect; inconclusive = small, poorly fitted or top-dose-only effect; inactive = no such curve, though single readings can be large or run the other way; tested in mouse RAW 264.7 cells; note: potency is the fitted concentration of half-maximal effect; % is set by controls: 0 for no effect and ±100 for the full control effect; nearly all actives have a fitted effect of over 55% in size
ASM inhibitor: human S-ASM enzyme inhibition | P17405 | placental ASM, HMU-PC fluorogenic substrate, 60 min | Potency, µM (highest dose often 57.5 µM), for the others: at the top dose activity change, negative = inhibition, usual class: inhibitors | 0.006% of 340,000 active | AID 504937; note: potency is the fitted concentration of half-maximal effect
Target sequence (P17405 47-631 limits assumed): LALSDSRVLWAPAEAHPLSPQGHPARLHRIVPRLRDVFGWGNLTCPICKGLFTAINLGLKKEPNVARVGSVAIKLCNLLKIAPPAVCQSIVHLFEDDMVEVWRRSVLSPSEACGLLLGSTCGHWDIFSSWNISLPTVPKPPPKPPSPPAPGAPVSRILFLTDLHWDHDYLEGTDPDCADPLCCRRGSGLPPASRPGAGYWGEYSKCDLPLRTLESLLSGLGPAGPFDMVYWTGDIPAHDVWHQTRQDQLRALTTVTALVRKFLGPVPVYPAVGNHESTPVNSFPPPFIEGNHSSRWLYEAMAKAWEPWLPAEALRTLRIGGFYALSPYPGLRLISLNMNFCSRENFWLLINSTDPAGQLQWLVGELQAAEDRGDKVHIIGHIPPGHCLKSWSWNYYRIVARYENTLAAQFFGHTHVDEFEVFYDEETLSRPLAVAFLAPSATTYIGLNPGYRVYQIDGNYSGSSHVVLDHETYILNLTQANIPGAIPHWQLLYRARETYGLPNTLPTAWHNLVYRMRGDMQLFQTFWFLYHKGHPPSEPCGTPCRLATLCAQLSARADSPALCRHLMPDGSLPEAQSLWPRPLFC
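Fluorogenic HMU-PC substrate (9 uM final) is turned over by placental ASM in 60 min at 37 C after a 10 min compound preincubation. Reaction ended by alkaline stop (pH 10), with fluorescence read at 386/447 nm.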
TSG101-PTAP inh: blocks PTAP/TSG101 interaction to inhibit HIV-1 budding; Fluorescence polarization, FITC-PTAP peptide / Tsg101 binding; Potency, µM (top dose mostly 115 µM), for inactives: top-dose activity change, negative = inhibition, usual class: inhibitors; 340,000 tested, under 10 active; active = well fitted inhibition curve with a large enough effect in the main read-out, with a control signal flat, not every such curve was filed as active; inconclusive = small, poorly fitted or top-dose-only effect, or effect the other way, or a change in a side signal; inactive = no such curve, though single readings can be large or run the other way; note: potency is the fitted concentration of half-maximal effect; % of control where 0% means no effect
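FP read-out: FITC-PTAP peptide, 50 nM final, binding Tsg101 binding domain, 10 uM final; 20 min, r.t.; 10 mM HEPES pH 7.5, 0.15 M NaCl, 0.01% Tween 20, 3 mM EDTA, 0.1 mM TCEP.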
* hit, by the source's call; i = inactive; u = inconclusive; x = no result given; [ ] = another dose, or the depositor's remark. Unless noted, calls come from the whole dose curve; as a rule, active = well fitted curve in the direction sought with a large enough effect; inconclusive = small, poorly fitted or top-dose-only effect, or another doubt; inactive = no such curve, though single readings can be large; an effect the other way counts as inactive or inconclusive. Compounds were not picked by outcome; about 2.6% have a hit in one of these screens.

SMILES	B2AR arrestin	BRCA1 expr up	USP2a block	p53 reactivation	TRPV1 ag	Eya2 inh	a7 integrin act	ELG1 genotoxic	uPA surface inh	ASM inhibitor	TSG101-PTAP inh
O=C(NNC(=S)Nc1ccccc1)c1ccc(O)cc1	0.5%	64%	13%	11%	6	7%	u	u	-11%	2%	2%
CN(C)c1nc2sc3c(c2c(=O)n1C)CC(C)(C)OC3	0.8%	13%	2%	14%	-1	11%	7%	20%	-6%	-2%	-4%
Cc1[nH]c2ccccc2c1C(=O)CN1CCCCC1C (centres undefined)	3.7%	4%	2%	-4%	3	4%	0%	-2%	10%	-2%	0%
O=C(NC1CC1)C(=O)c1c[nH]c2ccccc12	-0.1%	1%	0%	x	-5	-1%	u	6%	1%	0%	0%
Cc1ccc(/C(O)=C2\C(=O)C(=O)N(CC(C)O)C2c2cccc(F)c2)cc1 (centres undefined)	0.2%	13%	2%	-1%	-1	-39%	14%	1%	5%	-1%	-2%
Cc1cc(C)cc(NC(=S)NCCN2CCOCC2)c1	x	-1%	x	x	x	x	10%	x	-3%	2%	-4%
Cc1cc2c(c(=O)o1)C(CC(C)C)C(C#N)=C(N)O2 (centres undefined)	-0.2%	-6%	4%	12%	x	-13%	3%	1%	-3%	1%	-1%
O=C(NCCCN1CCOCC1)c1ccc(N2CCOCC2)c([N+](=O)[O-])c1	-0.4%	-7%	0%	-1%	1	5%	13%	6%	1%	-2%	-4%
CCn1c(SCC(=O)N2CCCc3ccccc32)nc2c(c1=O)SC(C)C2 (centres undefined)	-0.2%	-17%	3%	-5%	10	-1%	-2%	-3%	u	1%	-1%
Cc1cc(NCc2ccccc2)c2ccccc2n1	0.1%	-29%	-1%	-22%	-6	-10%	-37%	-4%	-28%	-1%	-4%
CCc1c(C)nc(N2CCN(c3ccc(F)cc3)CC2)[nH]c1=O	0.9%	27%	0%	x	3	9%	-28%	-3%	2%	0%	0%
CCN(C[C@H]1N[C@@](C)(C(=O)OC)[C@H]2C(=O)N(Cc3ccccc3)C(=O)[C@@H]12)S(=O)(=O)c1ccc(F)cc1	-1.0%	6%	-1%	2%	x	3%	-14%	0%	5%	2%	-9%
Cc1ccc2cc(C3CC(c4ccco4)=NN3S(C)(=O)=O)c(Cl)nc2c1 (centres undefined)	-0.1%	-13%	0%	-3%	0	2%	8%	1%	1%	-1%	-3%
N#CC1=C(SCc2ccccc2Cl)NC(=O)C(C(N)=O)C1 (centres undefined)	-0.1%	8%	0%	-4%	-1	8%	19%	2%	-7%	4%	-6%
CCC(C)n1c(SCC(=O)Nc2cc(C(C)(C)C)nn2-c2ccccc2)nc2ccccc2c1=O (centres undefined)	-1.5%	-33%	-8%	12%	22	3%	-36%	-6%	-18%	-6%	3%
Cc1ccc2oc(=O)c3cnn(CC(=O)NCCN4CCOCC4)c3c2c1	-0.3%	0%	0%	-3%	1	-10%	-18%	0%	7%	4%	0%
COC(=O)COc1ccc(/C=N/NS(=O)(=O)c2ccccc2)cc1	0.3%	-6%	1%	x	-5	-3%	15%	1%	-1%	5%	-4%
CC1(C)CC(=O)C(C=NCCN2CCN(CCCCS(=O)(=O)O)CC2)=C(O)C1	-0.8%	4%	1%	6%	0	-18%	5%	0%	x	0%	-4%
O=C(NNC1=NCCCCC1)c1ccccc1	0.2%	-3%	2%	18%	1	3%	-12%	0%	x	4%	-12%
COCCn1c(SCC(=O)NCc2ccco2)nnc1-c1c[nH]c2ccccc12	0.0%	-30%	2%	2%	-2	-18%	5%	1%	1%	6%	-3%
COc1ccc(-c2ccc(S(=O)(=O)NCC3CCCO3)cc2)cc1 (centres undefined)	-0.7%	-30%	3%	-4%	-4	0%	-16%	-1%	-8%	1%	0%
CC(=O)c1cccc(CN2CCCC(C(=O)Nc3cccc(-n4cccn4)c3)C2)c1 (centres undefined)	-0.6%	-8%	0%	-6%	12	0%	-23%	-4%	4%	1%	-1%
CC(NC(=O)c1ccco1)c1ccc2c(c1)OCCO2 (centres undefined)	-0.4%	0%	-1%	2%	0	-4%	16%	-4%	6%	3%	-5%
Cn1c(SCC(=O)NC(=O)NCc2ccccc2)nnc1C(F)(F)F	0.0%	4%	1%	-5%	-3	4%	14%	1%	4%	3%	-4%
CCCCN(C(=O)c1ccc(C)cc1)c1c(N)n(CCC)c(=O)[nH]c1=O	-0.1%	-8%	-1%	-4%	-1	8%	41%	0%	-3%	0%	-3%
Cc1nc2ccc([N+](=O)[O-])cc2c(=O)n1Cc1ccc(Br)cc1	-0.6%	-29%	0%	6%	2	7%	-6%	-7%	1%	-17%	-4%
Fc1ccccc1C(c1nnnn1Cc1ccc2c(c1)OCO2)N1CCN(Cc2ccccc2)CC1 (centres undefined)	-0.1%	-28%	-3%	u	-2	-1%	3%	-9%	3%	1%	-5%
CCCCN(CC)Cc1c(O)ccc2c3c(c(=O)oc12)CCC3	-0.9%	2%	0%	-1%	4	-3%	-23%	1%	4%	i	-9%
CCCNS(=O)(=O)c1ccc(CCC(=O)Nc2ccc3c(c2)OCCO3)cc1	-0.5%	-2%	0%	4%	0	12%	-10%	0%	0%	1%	0%
CN1CCN(S(=O)(=O)c2ccc(NC(=S)NC(=O)C3CC3)cc2)CC1	-0.5%	1%	1%	-3%	0	-2%	-2%	0%	2%	0%	1%
Cc1cc(C)nc(N2CCC(C(=O)NNC(=O)c3ccccc3)CC2)n1	-0.1%	-8%	1%	4%	2	1%	7%	7%	2%	-1%	-13%
O=C(Nc1ccccc1)C1=C[C@@H](c2ccc(C(F)(F)F)cc2)C[C@@H](OCc2ccc(CO)cc2)O1	-0.9%	-52%	3%	3%	6	-2%	-39%	-9%	-30%	-29%	-1%
COc1ccc(-c2cn(Cc3ccc(C(=O)NCc4ccc(C)cc4)cc3)c(C(C)N)n2)cc1 (centres undefined)	-0.2%	19%	-1%	u	-4	-26%	0%	3%	3%	14%	x
CC(OC(=O)Cn1[nH]c(=O)c2ccccc2c1=O)C(=O)Nc1ccc(F)cc1Cl (centres undefined)	0.2%	-15%	4%	-5%	-1	20%	-38%	0%	-3%	6%	-3%
COc1ccc(NC(=O)C2CC(c3ccc(OC)c(OC)c3)=NO2)cc1OC (centres undefined)	-0.3%	1%	0%	0%	x	13%	-41%	0%	x	1%	-5%
COc1ccc(CCNC(=O)Cn2cnc3c(nnn3Cc3ccccc3F)c2=O)cc1OC	0.0%	12%	-5%	9%	-4	-7%	16%	0%	-3%	3%	0%

Individual results from the entries so far:
In B2AR arrestin, Cc1cc(C)nc(N2CCC(C(=O)NNC(=O)c3ccccc3)CC2)n1 is listed with -0.1%
In ASM inhibitor, CCCNS(=O)(=O)c1ccc(CCC(=O)Nc2ccc3c(c2)OCCO3)cc1 is listed with 1%
In a7 integrin act, COc1ccc(-c2cn(Cc3ccc(C(=O)NCc4ccc(C)cc4)cc3)c(C(C)N)n2)cc1 (centres undefined) is listed with 0%
In Eya2 inh, CCCCN(CC)Cc1c(O)ccc2c3c(c(=O)oc12)CCC3 is listed with -3%

Limited to TRPV1 ag (two entries from above):
| compound | TRPV1 ag |
| --- | --- |
| CCCNS(=O)(=O)c1ccc(CCC(=O)Nc2ccc3c(c2)OCCO3)cc1 | 0 |
| O=C(NC1CC1)C(=O)c1c[nH]c2ccccc12 | -5 |

The list continues.
SMILES	B2AR arrestin	BRCA1 expr up	USP2a block	p53 reactivation	TRPV1 ag	Eya2 inh	a7 integrin act	ELG1 genotoxic	uPA surface inh	ASM inhibitor	TSG101-PTAP inh
Cc1ccc(S(=O)(=O)N2CCCC(C(=O)Nc3ccc(NC(=O)c4ccccn4)cc3)C2)cc1 (centres undefined)	-0.2%	41%	2%	26%	-1	5%	8%	-9%	-2%	0%	0%
COC(=O)[C@H](Cc1ccccc1)NC(=O)C1(OC(C)=O)CC(OC(C)=O)C(OC(C)=O)C(OC(C)=O)C1 (some centres undefined)	-0.5%	0%	1%	-3%	-3	9%	14%	0%	3%	5%	-17%
O=C(Nc1ccc2c(c1)OCO2)c1cnn2c(C(F)(F)F)cc(-c3ccco3)nc12	-0.7%	-12%	3%	0%	7	-10%[15.4 µM]	11%	-7%	0%	-12%	-7%
Cc1ccc(NC2=NC(c3ccc(C)cc3)n3c(nc(C)cc3=O)N2)cc1 (centres undefined)	-0.5%	-15%	1%	-9%	-1	10%	29%[7.66 µM]	-5%	0%	-3%	-7%
CN(Cc1nc(-c2ccc(C(F)(F)F)cc2)no1)C1CCOCC1	-0.9%	-6%	1%	0%	19	-7%	-9%	-2%	0%	-2%	-3%
